# Screens from PubChem.
# PrPC TRFRET – cell surface PrPC inhibition, primary TR-FRET screen | inhibition, % at 13.8 µM | TR-FRET read-out | 370,000 compounds, 0.43% hits | P04156; in the data active means inhibition above about 24%; further: 0% = median of the test wells and 100% = reference compound wells
# CCHF vOTU inh – CCHFV vOTU protease inhibition | Pep-AMC fluorescence | inhibition, % at 11.5 µM | 370,000 compounds, 0.55% hits | AID 651958; in the data active means inhibition above about 30%; further: 0% = vehicle wells with enzyme and 100% = no enzyme wells
# PriA SSB inh – inhibitors of Klebsiella pneumoniae PriA binding to SSB C-terminal tail. AID 1272365. AlphaScreen SSBct-PriA binding, biotinylated peptide. 430,000 compounds, 0.6% hits. inhibition, % at 33 µM; in the data active means inhibition mostly above about 37%, no sharp cut-off; inactive means mostly below about 20%;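 further: plate controls were negative control peptide for no effect and reference peptide for full effect; strong numbers were not always called active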
# MazF activator – activators of E. coli MazEF toxin-antitoxin RNase | activation, % at 20 µM | FAM/BHQ RNA-DNA oligo cleavage fluorescence, 5 h | AID 504720 | 350,000 compounds, 0.32% hits | P0AE70; in the data active means activation above about 50%
# TcdB GH inh – TcdB glycohydrolase inhibition; P18177; TcdB glycohydrolase enzymatic assay, plate reader; inhibition, % at 9.99 µM; 350,000 compounds, 0.24% hits; AID 652162; in the data active means inhibition above about 10%
# Target sequence (P18177 whole entry, looked up): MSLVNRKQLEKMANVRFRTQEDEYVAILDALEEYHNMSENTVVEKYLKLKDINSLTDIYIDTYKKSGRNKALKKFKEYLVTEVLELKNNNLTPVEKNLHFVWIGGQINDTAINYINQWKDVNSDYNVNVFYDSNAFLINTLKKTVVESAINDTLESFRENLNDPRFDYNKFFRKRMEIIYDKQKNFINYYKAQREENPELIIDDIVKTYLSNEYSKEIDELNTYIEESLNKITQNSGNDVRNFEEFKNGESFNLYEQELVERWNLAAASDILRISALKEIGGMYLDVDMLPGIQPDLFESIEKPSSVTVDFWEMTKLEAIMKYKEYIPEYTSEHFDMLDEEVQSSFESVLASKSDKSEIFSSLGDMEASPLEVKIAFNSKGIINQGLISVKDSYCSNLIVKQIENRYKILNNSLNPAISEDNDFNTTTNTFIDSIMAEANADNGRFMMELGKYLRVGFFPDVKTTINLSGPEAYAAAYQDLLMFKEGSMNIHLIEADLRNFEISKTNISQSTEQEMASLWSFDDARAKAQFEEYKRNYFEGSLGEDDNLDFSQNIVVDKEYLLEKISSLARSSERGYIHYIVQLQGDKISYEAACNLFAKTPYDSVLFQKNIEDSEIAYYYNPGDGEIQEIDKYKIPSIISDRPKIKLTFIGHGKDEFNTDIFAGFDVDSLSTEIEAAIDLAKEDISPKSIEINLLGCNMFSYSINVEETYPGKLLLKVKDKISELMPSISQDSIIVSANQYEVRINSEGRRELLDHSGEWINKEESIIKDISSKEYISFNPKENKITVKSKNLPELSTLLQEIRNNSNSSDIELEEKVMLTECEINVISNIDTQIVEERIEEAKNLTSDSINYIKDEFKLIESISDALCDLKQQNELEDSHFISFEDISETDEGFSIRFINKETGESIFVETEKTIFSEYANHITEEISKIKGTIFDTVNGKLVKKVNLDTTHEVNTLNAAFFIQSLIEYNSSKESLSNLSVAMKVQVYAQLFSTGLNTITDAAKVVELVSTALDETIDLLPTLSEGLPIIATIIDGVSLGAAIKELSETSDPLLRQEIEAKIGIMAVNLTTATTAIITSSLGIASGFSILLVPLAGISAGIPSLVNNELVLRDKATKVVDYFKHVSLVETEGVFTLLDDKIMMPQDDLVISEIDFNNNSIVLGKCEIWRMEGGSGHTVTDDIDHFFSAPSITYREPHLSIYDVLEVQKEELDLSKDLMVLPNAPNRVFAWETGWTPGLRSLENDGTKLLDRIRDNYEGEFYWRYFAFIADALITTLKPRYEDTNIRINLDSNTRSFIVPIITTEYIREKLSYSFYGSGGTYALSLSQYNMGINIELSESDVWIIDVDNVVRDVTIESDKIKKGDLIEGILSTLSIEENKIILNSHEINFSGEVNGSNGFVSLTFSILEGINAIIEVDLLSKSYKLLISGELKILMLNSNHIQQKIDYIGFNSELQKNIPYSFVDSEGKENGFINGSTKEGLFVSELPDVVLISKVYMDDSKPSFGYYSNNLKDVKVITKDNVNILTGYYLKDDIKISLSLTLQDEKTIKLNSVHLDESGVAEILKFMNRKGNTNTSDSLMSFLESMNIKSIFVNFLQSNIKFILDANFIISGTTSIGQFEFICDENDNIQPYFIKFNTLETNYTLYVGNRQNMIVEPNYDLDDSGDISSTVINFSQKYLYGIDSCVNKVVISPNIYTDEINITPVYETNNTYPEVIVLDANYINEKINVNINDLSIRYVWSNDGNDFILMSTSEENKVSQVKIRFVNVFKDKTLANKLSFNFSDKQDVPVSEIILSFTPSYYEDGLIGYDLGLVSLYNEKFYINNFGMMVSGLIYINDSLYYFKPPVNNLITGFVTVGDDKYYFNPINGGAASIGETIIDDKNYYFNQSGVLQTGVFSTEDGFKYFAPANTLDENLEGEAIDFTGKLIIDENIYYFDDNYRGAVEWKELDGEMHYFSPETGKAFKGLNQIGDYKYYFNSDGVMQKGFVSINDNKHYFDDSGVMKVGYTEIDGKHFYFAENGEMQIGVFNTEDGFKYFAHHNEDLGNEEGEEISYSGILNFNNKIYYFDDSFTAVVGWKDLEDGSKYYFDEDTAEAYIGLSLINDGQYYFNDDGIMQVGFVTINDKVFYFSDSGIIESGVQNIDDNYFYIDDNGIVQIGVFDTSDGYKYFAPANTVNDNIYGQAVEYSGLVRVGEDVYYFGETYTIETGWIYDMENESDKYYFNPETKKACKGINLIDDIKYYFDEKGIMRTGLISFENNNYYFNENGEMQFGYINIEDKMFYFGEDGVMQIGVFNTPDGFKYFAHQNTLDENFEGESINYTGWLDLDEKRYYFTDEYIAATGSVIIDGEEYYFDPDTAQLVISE
# BH1578 lux ind – induces V. cholerae light production without autoinducers; V. cholerae BH1578 lux reporter, luminescence, 6 h; activation, % at 18.7 µM; 350,000 compounds, 0.16% hits; AID 588436; in the data active means activation mostly above about 9.7%, no sharp cut-off; further: not every result past the cut was called active; inactives centre near 0; reference of the scale not given here
# 3CLpro inhibitor – SARS-CoV 3CLpro protease inhibition | 290,000 compounds, 0.14% hits | P0C6X7 | inhibition, % at 6 µM | recombinant SARS-CoV 3CLpro, quenched FRET peptide cleavage; in the data active means inhibition above about 12%
# VHR inh abs – DUSP3 (human) phosphatase inhibition | AID 1654 | recombinant VHR phosphatase, pNPP absorbance | 290,000 compounds, 0.52% hits | inhibition, % at 13.3 µM; in the data active means inhibition above about 50%; further: some compounds called inactive have numbers as strong as hits
# Rv3671c protease – Rv3671c (M. tuberculosis) protease inhibition; 320,000 compounds, 0.048% hits; inhibition, % at 5.96 µM; AID 2606; P9WHR9; in the data active means inhibition above about 38%;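 further: extracellular domain of Rv3671c used as enzyme; 0% = enzyme with DMSO and 100% = no enzyme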
# Yp Topo-I inh – blocks Yersinia pestis topoisomerase I activity; Y. pestis Topo-I cleavage product accumulation, plate reader; activity, % at 10 µM; 360,000 compounds, 0.064% hits; in the data active means activity above about 50%, passing the limit was not always enough; further: inactives centre near 2
# The depositor's hits bear a star; i = inactive; / = not tested or not shown; & = joins results of further samples. Some of the compounds tested. The share of hits here may be higher or lower than overall.
SMILES,PrPC TRFRET,CCHF vOTU inh,PriA SSB inh,MazF activator,TcdB GH inh,BH1578 lux ind,3CLpro inhibitor,VHR inh abs,Rv3671c protease,Yp Topo-I inh
N#Cc1cc2cc3c(cc2nc1SCC(=O)OC1CCCCC1)OCO3,-4,10,-6,23,/,12,-7,10,1,2
CC(=O)NNc1nc(-c2ccccc2)c2cc(Br)ccc2n1,-4,5,-6,1,/,-2.2,-3,12,-8,-9
C[C@H](CO)N1C[C@H](C)[C@@H](CN(C)Cc2ccc(C(=O)O)cc2)Oc2ccc(NC(=O)Cn3cnnn3)cc2C1=O,5,-6,-13,-1,-0.5&-0.2,2.0,/,/,-1,7
CCOC(=O)N/N=C\c1ccc(-c2cccc(C(F)(F)F)c2)o1,6,19,/,-10,1.7,0.2,1,12,-3,-7
CC(C)CCNC(=O)CN(Cc1ccccc1)C(=O)CCC(=O)Nc1ccccn1,7,11,-10,-3,1.4,i,-1,7,10,5
C=C(Br)Cn1cnc2ccccc21,10,-6,-7,0,1.7,0.2,1,-20,-10,-12
Cc1ccc(S(=O)(=O)N(C)C)cc1NC(=O)CSc1nc2ccccc2c(=O)n1CC1CCCO1 (stereo not given),3,4,-5,3,-0.5,i,-2,24,2,16
O=C(O)C1C2CCC(O2)C1C(=O)NCCC1=CCCCC1 (stereo not given),/,/,-11,0,/,i,5,-16,7,-5
Cc1ccsc1C(=O)c1sccc1C,-2,2,-11,-17,0.3,i,1,-8,-9,2
O=C(NCc1ccncc1)c1ccc(N2CCCC2)c([N+](=O)[O-])c1,-10,-1,-10,23,0.7,-0.6,6,26,-4,0
[O-]C1=N/[N+](=C/c2ccccc2Cl)CC1,6,3,3,-8,/,-0.1,-3,4,4,-5
CCCCN1C(=O)c2ccc(C(=O)NCCN3C(=O)S/C(=C\c4cccnc4)C3=O)cc2C1=O,-1,2,2,14,/,-0.2,4,4,11,5
COc1ccc([C@@H]2[C@@H]3C(=O)N(C(C)(C)C)C(=O)[C@@H]3[C@]3(Cc4ccccc4)C(=O)N(c4ccc(C(F)(F)F)cc4)C(=O)N23)cc1,2,-1,6,0,1.4,-1.0,10,17,-10,2
O=C(CN1CCN(c2ccccc2F)CC1)c1c[nH]c2ccc(F)cc12,1,5,5,7,/,-0.7,-1,35,-8,-3
Cc1cccc(OCCn2nnc3ccccc32)c1C,2,-14,-9,3,1.9,-0.4,-1,11,6,-2
COC(=O)c1cc(-c2ccc(C)cc2)n[nH]1,11,19,3,-5,-3.9,-9.1,0,21,-1,-6
O=C(CSc1nnc(-c2ccco2)o1)c1ccc(F)c(F)c1,-8,7,-18,15,/,-7.1,-3,15,3,6
O=C(OCC(=O)N1CCN(c2ccccc2)CC1)c1ncc(Cl)c(Cl)c1Cl,-6,3,-12,0,0.4,2.4,/,/,-2,20
CC1CC(OC(=O)C(O)c2ccccc2)CC(C)(C)N1C (stereo not given),7,-3,-11,-13,0.6,0.0,/,-5,-4,4
CSc1ncc(/C=C2/C(=O)NC(=O)N(c3ccc(C)cc3)C2=O)cn1,6,0,5,3,-0.2,-0.5,4,2,6,4
CC1CCN(C(=O)COC(=O)CCC(=O)c2cccs2)CC1,-1,6,-1,-1,2.9,i,/,/,/,4
CCOC(=O)c1ccc(N(CC(=O)NCC2CCCO2)C(=O)CCC(=O)Nc2cc(C)on2)cc1 (stereo not given),1,9,-2,6,-0.3,-0.3,1,6,1,-5
O=C(Nc1cccc(S(=O)(=O)Nc2ccccc2Cl)c1)c1ccc(Cl)nc1,17,-2,8,1,-0.5,2.4,-2,-7,0,12
O=c1c2ccccc2nc2n1C1(CCCCC1)Cc1ccccc1-2,-4,11,-5,6,/,i,4,11,-45,21
Nc1cc(N)nc(SCc2ccc(Cl)cc2)n1,2,-2,-6,-1,1.1,i,2,25,-2,-23
CCCC(CCC)C(=O)Nc1c[nH]c(=O)[nH]c1=O,-4,9,-10,4,/,-0.4,5,29,-4,-1
O=C(O)c1ccc(Cl)c(S(=O)(=O)N(Cc2ccccc2)c2ccc(Cl)cc2)c1,0,31*,8,-11,-1.9,-0.5,8,2,-10,7
CCOC(=O)CN(C(=O)CSc1nnc(COc2ccc(OC)cc2)n1CC)c1ccccc1,4,-11,-4,2,0.8,-0.5,-2,0,-5,32
COc1ccc(C2CCCN2C(=S)Nc2cccc(Cl)c2)cc1OC (stereo not given),4,-8,6,0,1.5,-0.3,8,7,-1,-5
O=C(Nc1ccc(NC(=O)C2CCCCC2)nc1)c1cccs1,-5,5,-2,6,2.1,-0.3,3,-10,-9,-5
N#Cc1ccccc1OCC(=O)NNC(=O)CCNC(=O)c1ccccc1,7,1,/,-2,0.8,-1.7,/,/,5,-2
CC(Sc1nc2ccccc2c(=O)n1CCCN1CCOCC1)C(=O)N1CCc2ccccc21 (stereo not given),-9,9,-10,8,1.0,-0.6,/,/,/,-6
c1cncc(CNCc2ccco2)c1,6,-3,9,-1,1.1,-0.1,-1,10,/,-3
COc1ccc(Cc2nnc(SCC(=O)N3CCc4ccccc4C3)o2)cc1,-2,-5,-2,-8,0.7,-1.8,-5,20,7,23
CN(C)S(=O)(=O)c1cccc(NC(=O)c2cc3c(cc2Cl)N2CCCCCC2=NS3(=O)=O)c1,9,0,-26,11,-0.2,-0.5,-6,21,3,1
CCOc1ccc(N(C)S(=O)(=O)c2cc(-c3cc(C)no3)ccc2C)cc1,7,7,0,4,1.2,i,4,3,-3,36
O=C1c2ccc([N+](=O)[O-])cc2C(=O)N1CNc1ccccn1,10,-4,15&-3,1,-0.3,i,-1,3,5,-3
O=C(Nc1nccs1)c1ccc([N+](=O)[O-])cc1Cl,-36,7,-7&-8,3,0.0,-0.4,-3,40,6,7
Cn1c(=O)c2cc(S(=O)(=O)NCCC(=O)Nc3ccc(F)cc3F)ccc2n(C)c1=O,4,0,-4,-21,0.1,-3.0,-3,7,-6,2
CC(C)C1N=C2c3ccccc3N=C(SCC(=O)c3ccc(O)c(O)c3)N2C1=O (stereo not given),/,/,-9,8,/,i,3,15,-15,-8
O=C(COc1ccc(F)c(Cl)c1)c1ccc[nH]1,-4,9,-24,6,1.8,i,0,10,-3,2
CN(C(=O)CN1CCN(c2cnn(-c3ccccc3)c(=O)c2Cl)CC1)C1CCS(=O)(=O)C1 (stereo not given),-18,2,-5,-1,0.3,-0.8,/,/,5,7
CCC(=O)N1CCc2cc(S(=O)(=O)N3CCCC3)ccc21,-3,2,-15,4,-0.2,-0.4,-6,-9,2,-3
Cc1ccc(-c2n[nH]c3c2CCC3)cc1,2,9,-11,-6,/,i,0,-31,1,1
Cc1ccc(NC(=O)CSc2nc3ccccc3nc2N2CCOCC2)cc1,7,5,-2,1,-0.1,-0.2,4,13,-4,33

# Single entries from the list.
# VHR inh abs with O=C(COc1ccc(F)c(Cl)c1)c1ccc[nH]1 = 10
# CCHF vOTU inh with N#Cc1ccccc1OCC(=O)NNC(=O)CCNC(=O)c1ccccc1 = 1

# Remaining list, next part.
SMILES,PrPC TRFRET,CCHF vOTU inh,PriA SSB inh,MazF activator,TcdB GH inh,BH1578 lux ind,3CLpro inhibitor,VHR inh abs,Rv3671c protease,Yp Topo-I inh
CC(C)N1CN(c2ccccc2)C(=S)N(c2ccccc2)C1,1,-6,-3,1,0.3,-0.7,0,20,5,-8
CCOC(=O)C1=CN(Cc2cccc(-c3ccc(Cl)nc3)c2)S(=O)(=O)N(C)C1C (stereo not given),0,6,-1,0,-0.9,i,/,/,/,30
Cc1noc(C)c1NC(=O)N(C)C[C@H]1Oc2c(NC(=O)Nc3ccc(C(F)(F)F)cc3)cccc2C(=O)N([C@H](C)CO)C[C@@H]1C,2,-10,-7,1,-2.4,i,/,/,2,9
COc1ccc(CCNC(=O)c2ccc3nc(N4CCCCC4)sc3c2)cc1OC,3,-3,2,5,1.3,0.0,-3,6,-6,13
CC1CCCC(C)N1CCCNC(=O)CCn1c(=O)c2cccn2c2cccnc21 (stereo not given),1,-3,0,9,1.3,i,-4,34,-5,-13
CCCNC(=O)C1=C(C)C(=O)OC12CCC(C)CC2 (stereo not given),4,4,-2,4,0.4,-0.6,-3,-14,-5,-5
CN(C)NC(=S)Nc1ccc2nc(-c3ccccn3)c(-c3ccccn3)nc2c1,-12,-2,79*,-21,/,-2.1,2,7,8,-1
CCOC(=O)c1c(CN2CCOCC2)n(-c2ccccc2)c2cc(Br)c(O)c(CN(C)C)c12,3,8,17,-1,/,/,3,10,6,21
COc1ccccc1NC(=O)C(=O)c1cn(CC(=O)N2CCOCC2)c2ccccc12,-3,11,-3,-15,0.5,-11,-6,6,-9,16
NC(=S)N/N=C/c1ccc(/C=N/NC(N)=S)cc1,-11,36*,/,7,0.9,-0.2,-1,2,-10,14
Cc1noc(C)c1NC(=O)N(C)C[C@H]1Oc2ccc(NC(=O)NC(C)C)cc2C(=O)N([C@H](C)CO)C[C@H]1C,3,-7,-16,5,4.9,1.2,/,/,-2,11
COC(=O)CCCC(=O)OC,-3,-8,-3,-15,0.6,-0.4,/,/,-8,-2
Cc1nc(SCc2ccc(O)c([N+](=O)[O-])c2)n[nH]1,-1,11,-17,8,0.9,-4.5,-1,12,11,3
CCCNC(=O)c1[nH]c(C)c(C(C)=O)c1C,-9,3,2,2,/,4.8,6,-11,-4,3
NC(=O)CSc1ncc(-c2ccccc2)[nH]1,-3,-6,-2,11,1.9,-0.5,-4,21,0,-8

# Four entries from above, arranged by molar mass, falling.
SMILES,PrPC TRFRET,CCHF vOTU inh,PriA SSB inh,MazF activator,TcdB GH inh,BH1578 lux ind,3CLpro inhibitor,VHR inh abs,Rv3671c protease,Yp Topo-I inh
Cc1noc(C)c1NC(=O)N(C)C[C@H]1Oc2c(NC(=O)Nc3ccc(C(F)(F)F)cc3)cccc2C(=O)N([C@H](C)CO)C[C@@H]1C,2,-10,-7,1,-2.4,i,/,/,2,9
Cc1noc(C)c1NC(=O)N(C)C[C@H]1Oc2ccc(NC(=O)NC(C)C)cc2C(=O)N([C@H](C)CO)C[C@H]1C,3,-7,-16,5,4.9,1.2,/,/,-2,11
CN(C)NC(=S)Nc1ccc2nc(-c3ccccn3)c(-c3ccccn3)nc2c1,-12,-2,79*,-21,/,-2.1,2,7,8,-1
CCCNC(=O)C1=C(C)C(=O)OC12CCC(C)CC2 (stereo not given),4,4,-2,4,0.4,-0.6,-3,-14,-5,-5

# More results:
SMILES,PrPC TRFRET,CCHF vOTU inh,PriA SSB inh,MazF activator,TcdB GH inh,BH1578 lux ind,3CLpro inhibitor,VHR inh abs,Rv3671c protease,Yp Topo-I inh
CCCCN(CCCC)S(=O)(=O)c1c(C)[nH]c(=O)[nH]c1=O,2,5,-17,1,-0.1,-0.6,3,20,2,7
CC(C)NC1=C(Cl)C(=O)c2ccccc2C1=O,-25,59*,16,8,/,-2.0,-3,-12,-7,-13
O=C1CCc2cc(S(=O)(=O)NC(C(=O)N3CCN(c4ccccn4)CC3)c3ccccc3)ccc2N1 (stereo not given),-7,5,-17,5,2.2,i,4,23,-2,8
O=C(c1ccc(Cl)cc1)N1CCN(c2ccc([N+](=O)[O-])c(NCc3cccnc3)c2)CC1,-19,23,25,9,/,2.0,-4,/,-4,34
CCN(CC)c1nc2c(C)cccn2c(=O)c1C=C1C(=O)NC(=O)NC1=O,4,-3,-3,3,1.4,i,2,10,3,11
COC(=O)CCSc1cc(NCCOC(C)=O)c([N+](=O)[O-])c2nonc12,-37,15,3,3,/,-0.2,0,4,-3,-6
CC(=O)Nc1ccc(-c2nc(C)c(C(C)=O)n2O)cc1,-3,-12,6,-10,0.0,i,2,-11,-7,0
COc1ccc(S(=O)(=O)N2CCCc3ccccc32)cc1[N+](=O)[O-],-8,-2,-1,8,1.5,i,6,-3,-6,17
COc1ccccc1NC(=O)COc1ccc(Br)cc1CNC1CCCC1,-10,5,-7,15,0.6,-0.3,1,5,8,-1
C=CCN1C(=O)C(Cc2ccccc2)S/C1=N/N=C/c1cccs1 (stereo not given),2,12,/,-22,/,i,3,21,-4,1
CC(C)=CCC(C)(C)C1OCCN1C(=O)c1ccccc1 (stereo not given),1,2,-33,-1,/,-0.5,-3,10,4,-1
COc1ccc(NC(=O)c2oc3ccccc3c2NC(=O)c2ccc(OC)c(OC)c2)c(OC)c1,0,-3,-12,-10,0.5,-0.2,/,/,/,0
COc1cccc(CN2CC(C(=O)NCc3cccc(N4CCCC4)c3)CCC2=O)c1 (stereo not given),-4,-5,12,-15,-4.3,-0.2,-4,11,-5,15
